# Giardia FBPA inh: blocks Giardia fructose-bisphosphate aldolase activity. purified Giardia FBPA. A8B2U2. AID 2451. Potency, µM (top dose mostly 59.6 µM), for inactives: top-dose activity, negative = inhibition, actives largely listed as inhibitors. 290,000 compounds, 0.71% hits; note: potency is the fitted concentration of half-maximal effect; nearly all actives have a fitted effect of over 55% in size
# Target sequence (A8B2U2 whole entry, looked up): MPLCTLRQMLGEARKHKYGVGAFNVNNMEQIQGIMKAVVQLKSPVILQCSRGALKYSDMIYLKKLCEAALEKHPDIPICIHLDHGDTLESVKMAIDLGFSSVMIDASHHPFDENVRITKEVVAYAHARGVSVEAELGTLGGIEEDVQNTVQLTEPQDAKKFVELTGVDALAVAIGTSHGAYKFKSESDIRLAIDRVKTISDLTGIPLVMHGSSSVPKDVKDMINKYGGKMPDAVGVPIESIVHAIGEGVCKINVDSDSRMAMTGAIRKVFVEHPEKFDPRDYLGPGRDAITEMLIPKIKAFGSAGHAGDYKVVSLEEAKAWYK
#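 40 nM FBPA preincubated 10 min at RT with compound (up to 57.5 uM final), then substrate plus GAPDH/TPI/NAD/arsenate coupling and diaphorase/resazurin added. Fluorescence read after 20 min at RT, 525/598 nm.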
# HCMV inh: inhibitors of human cytomegalovirus; HFF cells, HCMV-luciferase reporter, 72 h; active compounds read low; 410,000 compounds, 4.5% hits; AID 1259415; activity change, negative = inhibition, % at 57.5 µM; in the data active = activity change below about -60%; inconclusive = no clear call, values can overlap the other calls; inactive = above about -39%
#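 Cell-based, HFFs, 1000 cells/well, 16 h 37C; cpds in DMSO + HCMV-luc, MOI 1 PFU/cell; 72 h 37C; OneGlo luminescence after 5 min RT; norm. to buffer vs Salinomycin 10uM.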
# AMA1 RON2 block: AMA1-RON2 (P. falciparum) interaction inhibition. AlphaScreen AMA1-biotinylated RON2 peptide binding. Potency, µM (highest dose often 58.2 µM), for the others: at the highest dose activity change, negative = inhibition, actives largely listed as inhibitors. 360,000 compounds, 0.2% hits. AID 720542;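 note: potency is the fitted concentration of half-maximal effect; 0% = vehicle wells and -100% = peptide control; nearly all actives have a fitted effect of over 45% in size; some results filed as inactive show a strong effect at the top dose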
#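 AMA1 (3D7) with his tag at 25 nM final met compounds first, then biotinylated RON2 peptide at 25 nM; detection used donor plus acceptor beads, 10 µg/mL apiece, read by AlphaScreen after 30 min at room temperature.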
# AmpC detergent: AmpC beta-lactamase inhibition with detergent present; P00811; AmpC hydrolysis of nitrocefin, absorbance 480 nm, 0.01% Triton; Potency, µM (series often up to 114 µM), for inactives: at the highest dose activity change, negative = inhibition, usual class: inhibitors; 370,000 compounds, 0.041% hits;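 note: potency is the fitted concentration of half-maximal effect; 0% = no-compound wells and -100% = no-enzyme wells; nearly all actives have a fitted effect of over 25% in size; some results filed as inactive show a strong effect at the top dose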
# Target sequence (P00811 whole entry, looked up): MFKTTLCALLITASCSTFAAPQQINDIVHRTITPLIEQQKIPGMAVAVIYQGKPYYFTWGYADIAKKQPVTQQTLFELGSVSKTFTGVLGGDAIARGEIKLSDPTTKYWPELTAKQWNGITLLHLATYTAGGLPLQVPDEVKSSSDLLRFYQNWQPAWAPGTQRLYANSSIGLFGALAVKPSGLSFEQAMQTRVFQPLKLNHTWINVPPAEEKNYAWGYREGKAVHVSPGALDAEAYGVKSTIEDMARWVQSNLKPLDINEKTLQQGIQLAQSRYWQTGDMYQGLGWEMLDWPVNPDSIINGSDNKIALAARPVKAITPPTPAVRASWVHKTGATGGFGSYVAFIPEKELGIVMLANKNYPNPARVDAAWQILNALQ
#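 AmpC (5.3 nM in the dispensed reagent) in 20 mM phosphate pH 7.0 with 0.01% (detergent screen) or 0.0001% Triton X-100 was preincubated with compounds for 15 min at room temperature. Nitrocefin was then added from an 800 uM solution, and hydrolysis was followed at 480 nm.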
# HCV inh: HCV inhibition | Potency, µM (highest dose often 41.8 µM), for inactives: at the top dose activity change, negative = inhibition, usual class: inhibitors | 340,000 compounds, 3.4% hits | Huh7.5.1 HCVcc-Cre infection, luciferase reporter, 44 h; note: potency is the fitted concentration of half-maximal effect
#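 Infectious HCV cell culture screen: compound-treated cells (1,000/well, pre-plated 4 h) are infected with HCVcc-Cre at roughly 0.5 moi and grown 44 h. Infection is quantified by luciferase signal after 15 min substrate incubation at room temperature.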
# Sm TGR block: blocks Schistosoma mansoni thioredoxin glutathione reductase | Potency, µM (titrated, usually from 114 µM), inactives show at the highest dose activity change, negative = inhibition, hits mostly inhibitors | purified TGR, DTNB reduction, TNB absorbance 405 nm | 360,000 compounds, 3% hits | AID 485364 | Q962Y6; note: potency is the fitted concentration of half-maximal effect; nearly all actives have a fitted effect of over 60% in size
#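 First, TGR (20 nM dispensed) and NADPH were mixed with compound. Second, a 15 min room-temperature incubation followed. Third, further NADPH and then DTNB were added to start the reaction. Finally, TNB absorbance was monitored kinetically.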
# The depositor's hits bear a star; u = inconclusive; x = not tested or not shown; & = joins results of further samples; [ ] = another dose, or the depositor's remark. Unless noted, calls come from the whole dose curve; as a rule, active = well fitted curve in the direction sought with a large enough effect; inconclusive = small, poorly fitted or top-dose-only effect, or another doubt; inactive = no such curve, though single readings can be large; an effect the other way counts as inactive or inconclusive. Unless noted, % is set by controls: 0 for no effect and ±100 for the full control effect.
SMILES,Giardia FBPA inh,HCMV inh,AMA1 RON2 block,AmpC detergent,HCV inh,Sm TGR block
CCc1ccccc1NC(=O)CN(C)C(=O)c1cc(C2CC2)nc2c1cnn2C(C)C,x,5,0%,-4%,-24%,-4%
CCOC(=O)CC(=O)CSc1nc(N)c(C#N)c(-c2ccc(Cl)cc2)c1C#N,3%,-15,14%,-10%,x,0%
Cc1ccc(SCCNC(=O)c2ccccc2)cc1,x,-31,-4%,-5%,9%,13%
NC(=O)Cc1nc(-c2ccc(Br)cc2)cs1,0%,-27,-3%,-9%,4%,-14%
CN1CCN(CC(=O)Nc2c(C(=O)c3ccccc3)oc3ccccc23)CC1,1%,u,-6%,-1%,11µM*,-7%
O=c1c2ccccc2[nH]c2ccc(O)cc12,-6%,12,-8%,-10%,-1%,-29%
CN(C)C1(CNCC(O)c2ccccc2)CCCCC1 (stereo not given),u,-9,-6%,u,10%,8%
Cc1c(NC(=S)NC(=O)c2ccc(Br)o2)c(=O)n(-c2ccccc2)n1C,-13%,-40,5%,-3%,7%,-16%
COc1ccccc1NC(=O)Cn1nnc(-c2ccccc2NC(=O)c2ccco2)n1,2%,-3,-2%,3%,u,-16%
CCn1ccc(C(=O)Oc2ccc(C(C)C)cc2)n1,3%,u,-1%,0%,-5%,0%
CC(C)Sc1nc2sccc2c(=O)n1-c1ccccc1,-2%,-9,-6%,-8%,-16%,1%
COc1cc(-c2noc(-c3ccc(N4CCN(C)CC4)c([N+](=O)[O-])c3)n2)cc(OC)c1OC,x,18,x,23%,x,-33%
COCCCNC(=O)c1ccccc1N(Cc1ccccc1)S(=O)(=O)c1ccc(OC)cc1,4%,33,3%,-7%,-8%,8%
COc1ccc(OC)c(N(CC(=O)N2CCCC2)S(=O)(=O)c2ccccc2)c1,-11%,-34,-11%,0%,21%,8%
O=C1C(=O)N(CCCN2CCOCC2)C(c2ccc(Cl)cc2)/C1=C(/O)c1ccc(F)cc1 (stereo not given),8%,29,8%,-5%,9%,0%
COc1ccc(N2CCN(C(=O)C3Cc4ccccc4N3C(C)=O)CC2)cc1 (stereo not given),x,32,x,2%,x,-3%
Clc1cccc(/C=N/Nc2ncnc3ccccc23)c1,0%,100,69%[activator],-3%,6%,2%
CN(C)C(=O)Oc1cccc(NC(=O)c2ccccc2C(F)(F)F)c1,2%,8,-9%,5%,0%,11%
COC(=O)c1ccc2c(c1)c(-c1ccccc1)c(-c1ccccc1)n2C,x,-12,-18%,x,7.1µM*,x
N#Cc1c(N)n(-c2cccc(O)c2)c2nc3ccccc3nc12,-19%,-40,15%,-1%,16%,u
COc1ccc(/C=C2\SC(=O)N(CC(=O)Nc3cccnc3)C2=O)cc1OC,13%,-38,7%,6%,1%,6%
O=C(CCn1c(=O)c2sccc2n(Cc2cc(=O)n3ccccc3n2)c1=O)NCc1ccco1,3%,-23,-11%,1%,22%,-9%
COc1cc(CNCC(C)C)c(Br)cc1OCC(=O)NCc1ccccc1,-7%,15,4%,0%,u,28µM*
Nc1c(C(=O)Nc2ccc3c(c2)OCCO3)nnn1Cc1cccc(Cl)c1,x,21,-5%,u,u,1%
CCC(=O)NC(c1ccc(OC)cc1)c1cc(Cl)c2cccnc2c1O (stereo not given),5%,34,89%[activator],2%,2.5µM*,1%
COc1ccc(Nc2nc(NC(C)(C)C)nc(N3CCCC3)n2)c(OC)c1,-8%,-89*,u,-7%,5.6µM*,8%
S=c1[nH]nc(-c2ccco2)n1/N=C/c1ccc(Cl)cc1Cl,10%,10,57%[activator],1%,9%,2%
CCCNC(=S)N1CCC(NC(=O)c2ccc(OC)cc2)CC1,5%,-18,29%,6%,-3%,-1%
CCOC(=O)c1c(NC(=O)OC)sc(C(=O)N(CC)CC)c1C,-1%,-4,21%,1%,u,-1%
COCCCN(C(=S)NC(=O)c1ccc(C(C)(C)C)cc1)c1c(N)n(Cc2ccccc2)c(=O)[nH]c1=O,4%,u,58%[activator],-6%,-18%,1%
NS(=O)(=O)c1ccc(CCNC(=O)CC(NC(=O)c2ccccc2Cl)c2ccccc2)cc1 (stereo not given),1%,0,1%,4%,u,1%
O=C(Nc1ccccc1C(=O)O)c1cccc(C(=O)Nc2ccccc2C(=O)O)c1,-8%,0,-10%,-13%,-5%,-7%
COc1cc(/C=N/NC(=O)CCC(=O)Nc2ccc(F)cc2)ccc1O,5%,-8,3%,-10%,1%,7%
COc1cc(F)c(C2=CC(=O)C[C@H](c3ccc(F)cc3)C2)cc1F,x,7,-13%,3%,8%,-1%
CON(C)c1nc(NCC(C)C)nc(OCC#N)n1,0%,28,17%,-1%,18%,-26%
Cn1c(=O)[nH]c(=O)c2c1nc(CN1CCN(c3cccc(Cl)c3)CC1)n2CCCc1ccccc1,3%,35,5%,-5%,4%&-3%,-2%
Cc1nc(N(CCO)C2CCCCC2)c2nnn(Cc3ccccc3)c2n1,-5%,-15,-6%,-10%,-12%,1%
O=C(CCC(=O)N1CCCC1)Nc1nnc(C2CCCCC2)s1,1%,-7,-16%,-12%,7%,8%
CCc1ccccc1NC(=O)C1CCCN(S(=O)(=O)c2ccc3[nH]c(=O)ccc3c2)C1 (stereo not given),x,-14,x,3%,x,0%
CCOC(=O)c1[nH]c(C)c(CC(C)C)c1C,-6%,x,27%,3%,u,-6%
O=C(Nc1ccncc1)C1CCC(CNS(=O)(=O)c2cccc3nsnc23)CC1 (stereo not given),1%,-21,-6%,-10%,u,11%
Cc1cccc(OCCNC(=O)c2ccc(Oc3ccc(C(F)(F)F)cc3[N+](=O)[O-])cc2)c1,5%,30,-21%,-3%,-22%,15%
CCOC(=O)c1cccnc1SCC(=O)N(CC)c1cccc(C)c1,3%,u,7%,u,u,4%&13%
COc1cc(OC)cc(C(=O)NCC(=O)OCC(=O)c2cc(OC)ccc2OC)c1,0%,-20,2%,-6%,11%,-2%
CSc1nnc(SCC(=O)N(C)c2c(N)n(Cc3ccccc3)c(=O)[nH]c2=O)s1,x,-28,1%,-14%,11%,1%
Cc1ccc2cc(CN(c3ccc(C)c(C)c3)S(C)(=O)=O)c(=O)[nH]c2c1,-7%,-12,-12%,1%,u,-2%
Cc1ccc(S(=O)(=O)N2CCN(C(=O)c3ccc(Br)o3)CC2)c(C)c1,4%,u,-11%,-14%,-6%,-7%
Cc1cccc(OCC(=O)Nc2cc(NC(=O)COc3cccc(C)c3C)cc(C(=O)O)c2)c1C,-4%,-6,2%,14%,16%,1%
NS(=O)(=O)c1ccc(-c2ccc(/C=C3\NC(=S)NC3=O)o2)cc1,16µM*,8,-4%,-7%,4%,8.9µM*
COC(=O)[C@H](CC(C)C)NCc1cccc(CN[C@@H](CC(C)C)C(=O)OC)c1,-4%,33,14%,-1%,-16%,9%
Fc1cccc(-n2ncc3c2ncn2nc(COc4ccc(Cl)cc4)nc32)c1,x,3,x,18%,x,6%
COc1ccc(NC(=O)Cn2c(=O)n(Cc3nc(-c4ccccc4)no3)c(=O)c3cc4c(cc32)OCO4)c(OC)c1,x,9,x,23%,x,1%
CC(C)C[C@@H](CNCC(=O)[C@H](CC(C)C)NC(=O)c1[nH]cnc1C(=O)N[C@H](CN)CC(C)C)NC(=O)c1nc[nH]c1C(=O)N[C@@H](CC(=O)O)C(=O)O,x,4,57%[activator],x,16%,x
O=C(NCc1ccccc1F)C1CCCN(C(=O)NC2CCCCC2)C1 (stereo not given),6%,8,8%,-1%,12%,0%
COc1ccc(S(=O)(=O)NC2CCCCC2)c(C)c1C,10%,u,9%,u,0%,3%
CC1CCC(C(=O)NC(C(=O)Nc2ccccn2)C(C)C)CC1 (stereo not given),1%,9,-2%,-22%,3%,-5%
CCCCCCn1c(CN2CCN(C(=O)OCC)CC2)nc2c1c(=O)n(C)c(=O)n2C,x,39,13%,x,-11%,x
Nc1nc(COC(=O)C2CC(=O)N(Cc3ccccc3)C2)nc(Nc2ccccc2)n1 (stereo not given),x,51,-1%,-21%,19%,-25%
Cc1c(C)c2c(c(C)c1O)CC[C@@](C)(CCC[C@H](C)CCC[C@H](C)CCCC(C)C)O2,-5%&1%&-3%,104,-1%,x,12%,x
CC(=O)c1cccc(NS(=O)(=O)c2c(C)n[nH]c2C)c1,-2%,64,-8%,1%,-1%,-27%

# Looked up one by one from the list above:
SMILES,Giardia FBPA inh,HCMV inh,AMA1 RON2 block,AmpC detergent,HCV inh,Sm TGR block
Cc1c(C)c2c(c(C)c1O)CC[C@@](C)(CCC[C@H](C)CCC[C@H](C)CCCC(C)C)O2,-5%&1%&-3%,104,-1%,x,12%,x
CC(C)C[C@@H](CNCC(=O)[C@H](CC(C)C)NC(=O)c1[nH]cnc1C(=O)N[C@H](CN)CC(C)C)NC(=O)c1nc[nH]c1C(=O)N[C@@H](CC(=O)O)C(=O)O,x,4,57%[activator],x,16%,x
NS(=O)(=O)c1ccc(-c2ccc(/C=C3\NC(=S)NC3=O)o2)cc1,16µM*,8,-4%,-7%,4%,8.9µM*
O=C(NCc1ccccc1F)C1CCCN(C(=O)NC2CCCCC2)C1 (stereo not given),6%,8,8%,-1%,12%,0%
COC(=O)[C@H](CC(C)C)NCc1cccc(CN[C@@H](CC(C)C)C(=O)OC)c1,-4%,33,14%,-1%,-16%,9%
Fc1cccc(-n2ncc3c2ncn2nc(COc4ccc(Cl)cc4)nc32)c1,x,3,x,18%,x,6%
COc1cc(OC)cc(C(=O)NCC(=O)OCC(=O)c2cc(OC)ccc2OC)c1,0%,-20,2%,-6%,11%,-2%

# The listing continues.
SMILES,Giardia FBPA inh,HCMV inh,AMA1 RON2 block,AmpC detergent,HCV inh,Sm TGR block
Cc1cccc(N2CCN(c3ccc4cc(S(=O)(=O)N5CCC(C)CC5)ccc4n3)CC2C)c1 (stereo not given),x,-3,x,2%,x,-1%
CN1CCN(C2=NC3(CCCC3)C(C#N)C(=O)N2)CC1 (stereo not given),7%,82,-7%,5%,16%,-31%
Cn1c(CCN2CCCCC2)nc2cc(NC(=O)COc3ccc(Cl)cc3)ccc21,-14%,-70*,4%,-15%,u,-3%
O=C(COC(=O)c1cc(=O)[nH]c2ccccc12)NC(=O)NC1CCCCC1,-6%,9,-15%,u,4%,-2%
C=CCn1cc(C=C2C(=O)N(C)C(=O)N(C)C2=O)c2ccccc21,-5%,u,-10%,-2%,15%,-14%
CC(C)N(C(=O)Cn1cc(SCC(=O)NCC2CCCO2)c2ccccc21)C(C)C (stereo not given),5%,-21,3%,-5%,9%,-2%
C[C@@H]1[C@H]2[C@@H](O[C@@H]3O[C@H](CO)[C@@H](O)[C@H](O)[C@H]3O)OC=C(C(=O)O)[C@H]2C[C@@H]1O,x,0,0%,-9%,5%,-8%
NC(=O)CC(NC(=O)Cc1cccc2ccccc12)c1ccc(NCCCN2CCCC2=O)c([N+](=O)[O-])c1 (stereo not given),5%,1,-10%,-13%,-7%,-15%
CCOc1cc(N2CCOCC2)c(OCC)cc1NC(=O)COC(=O)C1CCCN1S(=O)(=O)c1ccccc1F (stereo not given),x,5,-1%,0%,u,-22%
O=C(NNC1=NCCN1Cc1ccccc1)c1cccc(C(F)(F)F)c1,7%,18,37%[activator],-5%,4%,8%
COc1cc(/C=N/n2nnnc2N)ccc1OCC(N)=O,-3%,x,25%,-10%,6%,-25%
